AGP1-GFP MLPCN – modulators of AGP1-GFP expression in yeast TOR pathway, primary screen, cell-based, multiplex flow cytometry, S. cerevisiae, MLPCN library; hit rate 0.02% among 320,000; GFP response vs DMSO, % at 10 µM; 3 h; GFP as percent of DMSO wells;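 active means GFP response relative to DMSO above a set limit, near screen average plus 3 SD, cut at about 150% in these data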;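 further: median GFP channel fluorescence of the gated AGP1 strain per well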
Efflux pump inh – inhibitors of Candida efflux pumps in yeast, primary screen, S. cerevisiae, Nile Red, multiplex. S. cerevisiae Candida pump triplex. inhibition, % at 10 µM. hit rate 0.44% among 330,000;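 active means plate passing quality check with inhibition over a set limit, or well fluorescence over plate mean plus 4 SD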;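 further: Nile Red retained in pooled yeast measured as flow cytometry median fluorescence; 0% = buffer negative control and 100% = Enniatin B positive control; higher means more Nile Red kept so more efflux inhibition; some compounds called inactive have numbers as strong as hits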
CIT2 TOR yeast – modulators of CIT2-GFP expression in yeast, primary screen, S. cerevisiae, GFP fusion, multiplex flow cytometry, MLPCN library; S. cerevisiae CIT2-GFP strain, 3 h; 100 means same as DMSO wells; GFP response vs DMSO, % at 10 µM; hit rate 0.065% among 320,000; AID 2029, 2009;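 active means GFP response relative to DMSO above a set limit, near the screen mean plus 3 SD, cut at about 150% in these data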;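 further: ratio of well median GFP fluorescence to mean of DMSO wells on the plate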
CR mimetic SO – reduction of superoxide in aged yeast, primary screen, HTS. S. cerevisiae aged cells, superoxide DHE fluorescence; active compounds read low. superoxide response (% of plate mean), % at 10 µM. hit rate 0.18% among 330,000. AID 2690, 2010;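 active means superoxide response under a set limit, about three screen SD below normal, cut at about 65% in these data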;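 further: yeast aged for seven days with compound at 30 °C before DHE staining; 100% = average MFI of all compound-treated wells on the plate with controls excluded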
RPL19A TOR yeast – RPL19A-GFP expression modulators in yeast, primary screen, cell-based, S. cerevisiae, multiplex flow cytometry, MLPCN; S. cerevisiae RPL19A-GFP strain, 3 h; active compounds read low; percent response vs DMSO, % at 10 µM; hit rate 0.3% among 330,000; AID 2025, 2009;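 active means percent response vs DMSO below 50%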;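 further: median channel GFP fluorescence of the barcoded RPL19A-GFP strain; ratio of sample median GFP to plate DMSO average so 100% = DMSO; lower means less RPL19A-GFP as with rapamycin TOR inhibition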
LAP4-GFP MLPCN – modulators of LAP4-GFP expression in yeast, primary screen, S. cerevisiae, multiplex flow cytometry, MLPCN library; GFP response vs DMSO, % at 10 µM; hit rate 0.34% among 320,000; AID 2023, 2009; 3 h; median GFP as percent of DMSO wells;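 active means GFP response vs DMSO above a set limit, about the screen mean plus 3 SD, cut at about 150% in these data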
MEP2 TOR yeast – modulators of MEP2-GFP levels in yeast, primary screen, S. cerevisiae, multiplex flow cytometry, MLPCN library; S. cerevisiae MEP2-GFP strain, 3 h; 100% = DMSO control level; GFP response vs DMSO, % at 10 µM; hit rate 0.51% among 330,000;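 active means GFP response versus DMSO above a set limit, roughly screen mean plus 3 SD, cut at about 180% in these data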;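 further: median GFP fluorescence of the barcode-gated MEP2-GFP cells per well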
AHR act – AHR activators, primary screen, cell-based, luminescence, luciferase reporter, human; activation, % at 5 µM; AID 2796, 2010; AHR-responsive luciferase reporter cells; Aryl hydrocarbon receptor (Homo sapiens), P35869; hit rate 2.5% among 320,000; in the data active means activation above about 47%;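 further: 0% = vehicle wells and 100% = reference agonist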
Target sequence (P35869 whole entry, looked up): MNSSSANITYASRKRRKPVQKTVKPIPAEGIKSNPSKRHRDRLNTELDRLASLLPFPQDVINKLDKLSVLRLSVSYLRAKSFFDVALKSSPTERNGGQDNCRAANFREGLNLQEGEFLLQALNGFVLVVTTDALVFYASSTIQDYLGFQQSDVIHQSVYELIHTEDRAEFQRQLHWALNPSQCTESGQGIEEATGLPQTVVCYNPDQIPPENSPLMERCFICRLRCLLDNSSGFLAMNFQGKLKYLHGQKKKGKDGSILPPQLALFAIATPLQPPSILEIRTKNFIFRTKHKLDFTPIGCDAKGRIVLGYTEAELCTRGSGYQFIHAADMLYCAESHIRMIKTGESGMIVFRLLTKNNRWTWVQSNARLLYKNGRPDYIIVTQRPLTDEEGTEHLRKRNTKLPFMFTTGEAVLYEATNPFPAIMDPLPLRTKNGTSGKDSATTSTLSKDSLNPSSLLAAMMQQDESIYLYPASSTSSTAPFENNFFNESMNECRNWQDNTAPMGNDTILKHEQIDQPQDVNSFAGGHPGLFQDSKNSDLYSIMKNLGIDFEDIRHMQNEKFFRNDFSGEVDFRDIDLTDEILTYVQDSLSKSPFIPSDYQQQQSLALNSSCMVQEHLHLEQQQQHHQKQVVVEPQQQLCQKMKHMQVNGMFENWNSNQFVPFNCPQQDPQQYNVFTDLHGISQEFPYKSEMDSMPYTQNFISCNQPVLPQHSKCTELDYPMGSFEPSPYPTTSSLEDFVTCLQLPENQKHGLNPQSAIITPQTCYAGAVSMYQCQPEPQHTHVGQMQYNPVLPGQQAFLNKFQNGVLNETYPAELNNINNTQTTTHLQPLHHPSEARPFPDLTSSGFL
Active calls of the source: *; / = not tested or not shown.

SMILES	AGP1-GFP MLPCN	Efflux pump inh	CIT2 TOR yeast	CR mimetic SO	RPL19A TOR yeast	LAP4-GFP MLPCN	MEP2 TOR yeast	AHR act
O=C(c1cccc(NC2=NC3CS(=O)(=O)CC3S2)c1)N1CCN(c2cccc(Cl)c2)CC1 (configuration not stated)	96	0.3	96	102	96	99	96	-1
COC(=O)Cn1cc(S(=O)(=O)NCc2ccc(C)cc2)c2cc([N+](=O)[O-])ccc21	100	-0.2	101	102	103	94	102	/
CCc1cc(C(=O)OC)c(NC(=O)CC2SC(=NC)N(C)C2=O)s1 (configuration not stated)	101	0.1	100	93	107	101	107	2
COc1ccc(C(=O)Nc2cccc3nc(C)ccc23)c(OC)c1	95	0.1	100	98	101	89	99	72*
N#Cc1c2c(c[nH]c1=O)CCN2Cc1ccccc1	106	0.0	101	104	101	103	104	0
Cn1ncc(C(=O)Nc2ccc(OC(F)(F)F)cc2)c1-n1cccc1	/	-0.1	/	82	99	/	106	80*
CN(C(=O)c1ccc(F)cc1)c1ccccc1C(=O)NCc1ccccc1	100	0.0	117	101	103	102	104	-3
COc1ccc(-c2csc(NC(=O)c3ccc(OCC(=O)N4CCOCC4)c(OC)c3)n2)cc1	102	-0.2	103	107	106	96	101	3
COC(=O)c1cc(OC)c(OC)cc1NC(=O)c1ccc(C)o1	99	-0.1	/	115	101	99	103	7
N#CC1(Cc2ccccc2Cl)c2ccccc2C=CN1C(=O)c1ccccc1 (configuration not stated)	100	-0.2	92	86	98	106	96	0
Nc1ccc(CCc2nc3ccccc3o2)cc1	103	0.1	100	97	100	112	110	5
Cc1c(C(=O)N(Cc2ccccc2)C(C)C)cnn1-c1ccccc1	100	0.0	93	92	97	108	94	1
Cc1ccc(S(=O)(=O)N2CCOCC2)cc1C(=O)OCC(=O)Nc1ccc2[nH]c(=O)[nH]c2c1	105	0.0	109	89	101	97	105	1
Cc1ccc(CNC(=O)CCS(=O)(=O)c2cc(Br)cc3c2N(C(=O)C2CC2)CC3)o1	106	-0.4	102	99	/	100	106	0
CNC(=O)CSc1nnc(-c2cccnc2)n1-c1ccc(C)cc1	102	-0.1	101	92	99	100	102	-1
CCOC(=O)c1cc(NC(=O)Nc2ccccc2Cl)c(C)nc1C	99	-0.1	92	91	94	110	97	6
CCOc1cc(OCC)c(C(C)=O)cc1OCC	93	0.3	86	133	94	109	98	6
CCCCc1c(C)nc2ccc(OC)cc2c1SCCC(=O)O	107	-0.1	98	89	100	112	98	3
O=C(CSc1nc(-c2ccco2)cc(C(F)(F)F)n1)Nc1ccc(C(=O)N2CCOCC2)cc1	112	0.0	98	108	102	111	106	0
COc1ccc2c(c1)Cc1sc(NC(=O)c3cccnc3)nc1-2	94	-0.1	89	103	96	103	96	-2
Cc1cc(S(=O)(=O)NCCN2CCOCC2)ccc1Cl	97	-0.1	95	102	100	103	101	2
CCc1cc(-c2nc(N)ncc2-c2csc(C)n2)c(O)cc1OC	93	0.2	98	104	101	88	97	15
CCOC(=O)N1CCN(S(=O)(=O)c2ccc(OCC)cc2)CC1	110	0.0	101	93	98	110	102	1
CC(C(=O)Nc1ccc(Cl)cc1)N(C)Cc1cccs1 (configuration not stated)	102	0.0	99	101	110	95	108	5
Cc1cc(C(=O)N/N=C/c2cc(N=Nc3ccccc3)ccc2O)n[nH]1	98	-0.1	100	109	97	102	100	3

Among those listed so far, three have an NH in an aromatic ring:
SMILES	AGP1-GFP MLPCN	Efflux pump inh	CIT2 TOR yeast	CR mimetic SO	RPL19A TOR yeast	LAP4-GFP MLPCN	MEP2 TOR yeast	AHR act
N#Cc1c2c(c[nH]c1=O)CCN2Cc1ccccc1	106	0.0	101	104	101	103	104	0
Cc1ccc(S(=O)(=O)N2CCOCC2)cc1C(=O)OCC(=O)Nc1ccc2[nH]c(=O)[nH]c2c1	105	0.0	109	89	101	97	105	1
Cc1cc(C(=O)N/N=C/c2cc(N=Nc3ccccc3)ccc2O)n[nH]1	98	-0.1	100	109	97	102	100	3

(list continues)
SMILES	AGP1-GFP MLPCN	Efflux pump inh	CIT2 TOR yeast	CR mimetic SO	RPL19A TOR yeast	LAP4-GFP MLPCN	MEP2 TOR yeast	AHR act
Cc1ccc(Cn2nnc3c(=O)[nH]c(C4CCCN(C(=O)c5ccco5)C4)nc32)cc1 (configuration not stated)	100	0.1	105	94	104	101	103	3
O=c1[nH]c(/C=C/c2ccccc2Cl)nc2ccccc12	104	0.0	101	94	97	125	104	9
O=C(CSc1n[nH]c(=O)[nH]c1=O)Nc1ccccc1C(=O)c1ccccc1	109	-0.1	115	97	102	107	103	-1
Cc1cc(C)nc(NS(=O)(=O)c2ccc(NC(=O)CN3C(=O)S/C(=C\c4ccccc4)C3=O)cc2)n1	95	0.1	95	99	99	91	94	-1
Cc1nc([N+](=O)[O-])cn1CCCCN1C(=O)c2ccccc2C1=O	101	-0.1	104	96	103	99	113	-3
Cc1nc2ncnn2c(C)c1CCC(=O)N1CCN(Cc2ccccc2)CC1	106	0.2	94	126	101	104	102	0
CC(=O)Nc1ccc2c(c1)CCc1ccccc1-2	89	-0.1	96	86	97	100	103	4
CC1CCCCC12NC(=O)N(CC(=O)NCCc1ccc(F)cc1)C2=O (configuration not stated)	99	-0.1	96	110	98	103	105	-1
COc1ccc(-n2nc3c(N4CCC(C(=O)N5CCCCCC5)CC4)nnc(C)c3c2C)cc1	96	0.0	111	111	97	95	99	2
Cc1ccc(C)c(NC(=S)N(CCc2nc3cc(C)c(C)cc3[nH]2)Cc2cccnc2)c1	90	0.0	91	103	94	99	100	2
CC(C)n1c(CN2CCN(Cc3ccccc3)CC2)nc2ccccc21	94	0.3	88	105	98	99	96	5
Cn1c(=O)n(CC#N)c2ccccc21	94	0.1	/	89	97	91	97	-1
Cc1ccc(C(=O)Nc2nc3ccc(Cl)cc3s2)o1	112	-0.2	107	100	113	122	119	-2
COc1cccc(OC)c1C(=O)NCCc1ccccc1	103	0.0	88	103	92	100	96	22
Cc1cccc(NC(=O)CN2C(=O)N/C(=C/c3ccc(C)o3)C2=O)c1	106	0.0	109	95	105	103	107	1
CCCCOC(=O)c1ccc(NC(=O)C(=O)CC(=O)c2ccc(OC)cc2)cc1	101	-0.2	92	102	104	112	102	1
Cc1ccc(NC(=O)c2ccc3c(c2)OCCO3)nc1	98	0.3	104	109	99	115	99	-10
COc1ccc(-n2ncc3c(NCc4cccs4)ncnc32)cc1	95	0.0	92	95	99	123	110	3
Nc1nc(Nc2cccc(C(F)(F)F)c2)nc(C(F)(F)F)n1	104	-0.2	94	112	88	104	111	8
O=C(/C=C/c1ccc2c(c1)OCO2)Nc1nc(-c2ccc(F)cc2F)cs1	84	0.4	93	99	92	84	94	11
CCN(CC(=O)NCc1ccc(Cl)cc1)C(=O)CSc1ccccc1F	89	-0.1	97	102	91	96	98	2
CCOC(=O)C1CCN(C(=O)Cn2cc(C(=O)c3ccco3)c3ccccc32)CC1	97	0.0	105	90	96	97	107	0
CC12COC3(C(=O)Nc4ccccc4F)CC1CCC32C (configuration not stated)	97	0.0	94	93	97	100	96	0
Cc1c(C(=O)N2c3ccccc3Sc3ccccc32)cccc1[N+](=O)[O-]	102	0.8	104	115	106	107	118	2
OCCC1CN(CCCc2ccccc2)CCN1CCc1ccccc1 (configuration not stated)	84	-0.1	93	109	94	83	82	1
SMILES	AGP1-GFP MLPCN	Efflux pump inh	CIT2 TOR yeast	CR mimetic SO	RPL19A TOR yeast	LAP4-GFP MLPCN	MEP2 TOR yeast	AHR act
Cc1ccc(C)c(NC(=O)CSc2nnc(CNC(=O)c3ccco3)o2)c1	99	-0.1	103	107	102	94	110	6
CC1CCCC(NC(=O)Cc2ccc(Br)cc2)C1C (configuration not stated)	97	-0.1	91	98	101	96	101	-4
CC1(C)CC2CC(C)(CN2C(=O)c2cc(-c3ccc(O)cc3)on2)C1 (configuration not stated)	94	-0.1	88	98	92	90	89	-2
CCN(CC(=O)Nc1c(F)cccc1F)C(=O)c1cccc(S(=O)(=O)N2CCCCCC2)c1	103	0.2	93	99	99	105	103	0
O=C(c1ccccc1)c1coc2ccc(O)c(CN3CCOCC3)c12	89	0.1	86	95	90	88	92	2
Cc1ccc(CS(=O)(=O)CC(C)(O)c2ccc(Cl)cc2)cc1 (configuration not stated)	100	-0.1	107	91	104	96	105	0
CCN1CCC(Nc2ccnc3cc(Cl)ccc23)CC1	97	0.5	103	100	101	98	105	-1
O=C(COC(=O)CCC(=O)c1ccc(Cl)cc1)NCc1ccco1	106	0.1	119	103	118	116	111	-1
O=C(COc1ccccc1)OCC(=O)c1c[nH]c2ccccc12	102	-0.1	97	102	99	109	110	18
O=C(O)CN1C(=O)C2C3CC(C2C1=O)C1C(c2ccc(Cl)cc2)c2sc(=O)[nH]c2SC31 (configuration not stated)	98	-0.2	104	116	102	98	103	2
COc1ccc(C2=NS(=O)(=O)N(C)C(C(=O)NC3CCCCC3)=C2)cc1	94	0.0	89	109	95	97	96	4
NCCc1nnc(SCc2ccc(F)cc2)o1	99	0.0	/	91	105	100	99	2
CC(C(=O)Nc1ccc(Cl)cc1Cl)N1C(=O)NC2(CCCCCCC2)C1=O (configuration not stated)	90	0.0	90	107	91	90	93	-1
CC1=CC(C)(C)N(C(=O)CCl)c2ccccc21	93	0.5	92	91	98	97	98	-1
CN(C(=O)Nc1ccc(Cl)cc1)n1cnc2ccccc2c1=O	100	-0.1	98	112	98	108	96	-2
O=C1NC(=O)/C(=C\c2ccccc2OCc2ccccc2)S1	103	0.1	106	98	101	113	118	5
CN(C(=O)CSc1ncnc2ccccc12)C1CCS(=O)(=O)C1 (configuration not stated)	99	-0.1	98	124	100	107	108	12
CC(C)(C)NCCCOc1ccc(Cl)cc1C(C)(C)C	99	0.0	93	78	104	94	103	0
Cc1ccc(C)c(NS(=O)(=O)c2cc(C(=O)Nc3ccccc3-c3ccccc3)ccc2C)c1	98	0.3	87	117	97	103	98	9
CCC(C)N1C(=O)CCC1C(=O)N1CCN(c2ccc(F)cc2)CC1 (configuration not stated)	101	0.4	104	92	100	102	106	-1
CC(C)(C)S(=O)(=O)c1c(C(=O)O)cccc1C(=O)O	103	-0.2	104	105	94	92	97	-1
CCOC(=O)c1cc(-c2ccc(C)cc2)n(CCC(=O)NCCN(C)C)c1C	103	-0.2	105	85	100	95	96	-1
Cc1ccccc1OCc1nnc(SCC(=O)NCc2ccccc2)n1C	91	0.1	/	97	90	85	90	-1
NC(=O)c1c(N)sc2c1CCCCC2	98	0.0	97	94	97	94	97	5
COc1ccc(NC(=S)N(CCc2c(C)[nH]c3ccc(C)cc23)Cc2cccs2)cc1	100	0.0	81	124	99	93	91	64*
SMILES	AGP1-GFP MLPCN	Efflux pump inh	CIT2 TOR yeast	CR mimetic SO	RPL19A TOR yeast	LAP4-GFP MLPCN	MEP2 TOR yeast	AHR act
COc1ccc(N(C)C(=O)c2cnc(N3CCN(c4ncccn4)CC3)c3ccccc23)cc1	96	-0.1	93	104	93	89	102	5
COc1cc(Cl)c(C)cc1NC(=O)CSc1sc2c(O)cc(=O)[nH]c2c1C#N	104	-0.2	102	93	102	99	103	15
COc1ccccc1OCCCCCCN1CCN(C)CC1	106	0.1	97	97	100	98	100	0
COc1cccc(CN(C)C(=O)c2cccnc2SC)c1OC	112	0.0	111	88	115	107	109	-1
CC(=O)C(Sc1ccc2nnc(-c3cccnc3)n2n1)C(C)=O	99	0.0	105	119	103	89	104	5
O=C(CN1C(=O)C(=O)N(C2CCCC2)C1=O)Nc1ccc(OC(F)F)cc1	95	-0.1	97	101	99	99	97	0
Nc1ccc(S(=O)(=O)N2CCc3ccccc32)cc1	100	0.0	108	106	100	86	93	11
CS(=O)(=O)N1CCN(C(=O)c2ccc(Br)s2)CC1	115	0.1	101	106	102	103	105	0
CCOc1c(CNCCN2CCOCC2)cccc1OC	/	0.1	111	98	103	114	110	0

Screening results (PubChem BioAssay)
